Assay outcomes: PubChem BioAssay, National Center for Advancing Translational Sciences (NCATS)
HT1080NT lethal: qHTS for induction of synthetic lethality in tumor cells producing 2HG: qHTS for the HT-1080-NT fibrosarcoma cell line; HT-1080-NT fibrosarcoma viability, CellTiter-Glo ATP luminescence, 48 h; Potency, µM (top dose mostly 46.1 µM), without a hit: top-dose activity, negative = less viability, most hits filed as cytotoxic; 360,000 tested, 1.6% active; AID 686970, 2013;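 note: NT is the 2HG producing partner of a matched IDH1 knockdown line; potency is the fitted concentration of half-maximal effect; 0% = DMSO-treated cells and -100% = media-only wells without cells; nearly all actives have a fitted effect of over 55% in size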
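Luminescent CellTiter-Glo readout after 48 hours of compound exposure at 37 degrees C defined viability of HT-1080-NT cells. Activity was normalized to DMSO wells and cell-free media wells; concentration-response curves were fitted and assigned curve classes.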
SW480 rereplic: A quantitative high throughput screen for small molecules that induce DNA re-replication in SW480 colon adenocarcinoma cells. 340,000 tested, 1.8% active. Potency, µM (highest dose often 46.1 µM), without a hit: top-dose re-replication activation, hits mostly activators. SW480 DNA re-replication, Hoechst DNA content imaging, 48 h; note: potency is the fitted concentration of half-maximal effect; % of control where 0% means no effect; nearly all actives have a fitted effect of over 55% in size
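Cells (250 per well) received 23 nL compound or DMSO by pin tool and were kept 48 hr at 37 C, 5% CO2. Nuclei were then stained with Hoechst for 40 min and scanned for DNA content.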
MCF10A rerep: A quantitative high throughput screen for small molecules that induce DNA re-replication in MCF 10a normal breast cells; Potency, µM (series often up to 46.1 µM), for the others: at the highest dose activity, positive = re-replication, usual class: activators; 350,000 tested, 2.9% active; MCF 10A DNA re-replication, Hoechst nuclear intensity, 48 h; AID 624296, 2012; note: potency is the fitted concentration of half-maximal effect; % of control where 0% means no effect; nearly all actives have a fitted effect of over 50% in size
HT1080 IDH1KD tx: qHTS for induction of synthetic lethality in tumor cells producing 2HG: qHTS for the HT-1080-IDH1KD cell line | HT-1080 IDH1 knockdown viability, ATP luminescence, 48 h | Potency, µM (titrated, usually from 46.1 µM), inactives show at the top dose activity, negative = toxicity, most hits filed as cytotoxic | AID 686971, 2013 | 360,000 tested, 2% active;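 note: potency is the fitted concentration of half-maximal effect; 0% = DMSO wells and -100% = cell-free medium wells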
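IDH1KD HT-1080 cells, 750/well, RPMI + 5% FBS; compound pinned after 2 h settling; 48 h, 37 °C; CellTiter-Glo luminescence; % activity normalised to DMSO and no-cell wells; curves fitted, classed by r2 and efficacy.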
HEK293 tox: qHTS of GLP-1 Receptor Inverse Agonists: Cytotox Screen; HEK293 cAMP-luciferase reporter cells, luminescence, 24 h; Potency, µM (top dose mostly 38.3 µM), inactives show at the highest dose activity change, negative = inhibition, most hits filed as inhibitors; 410,000 tested, 0.13% active;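 note: loss of luciferase light is scored as toxicity; potency is the fitted concentration of half-maximal effect; % is set by controls: 0 for no effect and ±100 for the full control effect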
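MLSMR compounds, 24 hr on cells at 37 deg C/5% CO2; luminescence after luciferase reagent (12 min RT). Inhibition counted as the undesired cytotoxic outcome.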
D3 ag: qHTS of D3 Dopamine Receptor Agonist: qHTS; D3R DiscoveRx beta-arrestin cells, luminescence, 90 min; max activation, %; 410,000 tested, 0.58% active; AID 652048, 2013; in the data active = max activation above about 30%; note: 0% is about no effect; mostly tested at two doses, the higher about 12 µM
Target sequence (P35462 whole entry, looked up): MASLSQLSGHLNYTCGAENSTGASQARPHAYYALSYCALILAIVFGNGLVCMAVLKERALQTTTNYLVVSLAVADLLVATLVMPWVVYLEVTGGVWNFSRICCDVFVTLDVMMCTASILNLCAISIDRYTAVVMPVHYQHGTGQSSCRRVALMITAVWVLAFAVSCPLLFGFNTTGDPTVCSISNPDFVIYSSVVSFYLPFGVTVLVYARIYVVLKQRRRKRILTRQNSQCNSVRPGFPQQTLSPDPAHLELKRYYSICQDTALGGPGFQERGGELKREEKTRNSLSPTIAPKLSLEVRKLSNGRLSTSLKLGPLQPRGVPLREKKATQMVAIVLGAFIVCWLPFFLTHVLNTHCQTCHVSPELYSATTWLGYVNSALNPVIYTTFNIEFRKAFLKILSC
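Agonist-mode cell screen: cells plated at 1500/well and incubated overnight at 37 °C, then exposed to library compounds for 90 min at 37 °C. Detection reagent was added for 30–60 min at room temperature, and luminescence was read.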
KB-V1 cytotox: qHTS assay for MDR1-selective chemotherapeutics: Primary screen using the drug-selected MDR subline cells KB-V1; AID 1347076, 2019; KB-V1 MDR cells viability, CellTiter-Glo, 72 h; 400,000 tested, 3.4% active; Potency, µM (series often up to 46.1 µM), for the others: at the top dose activity change, negative = cytotoxicity, hits mostly cytotoxic; note: potency is the fitted concentration of half-maximal effect; % is set by controls: 0 for no effect and ±100 for the full control effect; nearly all actives have a fitted effect of over 60% in size
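Following 72 h at 37 degrees C with compound, KB-V1 cell viability was read by CellTiter-Glo luminescence, medium being phenol-red-free DMEM plus 10% FBS; concentration-response parameters came from normalized, curve-fitted qHTS data.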
IL-1B inflam inh: qHTS for Inhibitors of Inflammasome Signaling: IL-1-beta AlphaLISA Primary Screen. THP-1 LPS/ATP IL-1B secretion, AlphaLISA, 16 h; active compounds read low. activity change, % at 57.5 µM. 360,000 tested, 4.7% active; in the data active = activity change below about -50%; inconclusive = mostly about -30% to -49%; note: % is set by controls: 0 for no effect and ±100 for the full control effect
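Secreted IL-1B measured by AlphaLISA bead assay after 16 h compound exposure of THP-1 cells; compounds (final up to 57.5 uM) added 1 h before LPS (250 ng/mL) and ATP (1.25 mM) stimulation; lower signal means less secretion.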
KB-3-1 cytotox: qHTS assay for MDR1-selective chemotherapeutics: Primary screen using the parental adenocarcinoma cell KB-3-1. KB-3-1 viability, CellTiter-Glo ATP luminescence, 72 h. Potency, µM (doses to about 46.1 µM), inactives show at the top dose activity change, negative = cytotoxic, usual class: cytotoxic. 400,000 tested, 1.4% active. AID 1347075, 2019; note: potency is the fitted concentration of half-maximal effect; % is set by controls: 0 for no effect and ±100 for the full control effect; nearly all actives have a fitted effect of over 60% in size
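72 h, 37 °C compound treatment of KB-3-1 parental cells; CellTiter-Glo added, 10 min, luminescence read. Data corrected against DMSO-only plates and normalized before curve fitting.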
* = called active by the depositor; u = inconclusive; x = not tested or not shown; [ ] = another dose, or the depositor's remark. Unless noted, calls come from the whole dose curve; as a rule, active = well fitted curve in the direction sought with a large enough effect; inconclusive = small, poorly fitted or top-dose-only effect, or another doubt; inactive = no such curve, though single readings can be large; an effect the other way counts as inactive or inconclusive.

SMILES	HT1080NT lethal	SW480 rereplic	MCF10A rerep	HT1080 IDH1KD tx	HEK293 tox	D3 ag	KB-V1 cytotox	IL-1B inflam inh	KB-3-1 cytotox
CCOC(=O)C(NC(=O)Cc1ccccc1)(Nc1cc(C)on1)C(F)(F)F (stereo not drawn)	16%	-4%	0%	0%	7%	-1	0%	-1	15%
O=S(=O)(NC1Cc2ccccc2C1)c1ccccc1	-1%	3%	9%	0%	-4%	-2	7%	-20	-5%
Cc1ncc(C(O)c2ccc(N(C)C)cc2)n1Cc1ccccc1 (stereo not drawn)	-13%	x	x	3%	3%	-8	-13%	-2	9%
c1ccc(Cc2nnc3n2CCCCC3)cc1	20%	-5%	-9%	23%	5%	9	15%	8	-3%
COc1ccccc1NC(=O)C1CCCN(c2cnccn2)C1 (stereo not drawn)	0%	3%	13%	4%	-5%	-1	-2%	-1	1%
COc1ccc(-c2nc3ccc(Cl)cn3c2CC(C)(C)C)cc1OC	0%	x	x	-2%	2%	2	1%	0	0%
CCc1ccccc1S(=O)(=O)Cc1ccc(C(=O)NC(C)C)o1	7%	-3%	4%	-1%	4%	-2	-17%	-11	3%
CC(C)(C)OC(=O)N[C@@H](Cc1ccccc1)c1nnc(S(=O)(=O)Cc2cccc(F)c2)o1	u	u	u	23µM*	u	-22	18µM*	-80*	18µM*
CC(C)C[C@@H](CN1CCC[C@@H]1CN1C(=S)NC[C@@H]1Cc1ccccc1)N1C[C@H](Cc2ccc(O)cc2)N(CC2CCCCC2)C1=S	1%	x	x	1%	1%	0	14%	8	0%
O=C(COC(=O)c1ccc(O)cc1)NC(c1ccccc1)c1ccccc1	13%	2%	0%	11%	-3%	7	u	21	5%
CCOC(=O)C(NS(=O)(=O)c1ccc(Br)cc1)C(C)C (stereo not drawn)	4%	-4%	4%	6%	2%	-12	17%	12	9%
Cn1cnnc1SCc1ccc(C(=O)N/N=C(/CCC(=O)O)c2ccc(C(C)(C)C)cc2)cc1	1%	-2%	0%	12%	1%	1	8%	8	21%
O=C(c1ccc(N2CCCCS2(=O)=O)cc1)N1CCN(c2ccccc2F)CC1	-1%	4%	21%	-15%	-5%	0	-15%	7	u
CSc1ncc(CN2CCCC(C(=O)c3ccc(C(C)(C)C)cc3)C2)cn1 (stereo not drawn)	-15%	-44%[inhibitor]	u	-12%	0%	0	-18%	21	0%
Cc1cc2oc(C(=O)N(Cc3ccccc3)C3CCS(=O)(=O)C3)c(C)c2cc1C (stereo not drawn)	-18%	26%	u	-10%	u	-3	-15%	-5	-11%
O=C(Nc1ccc(N2C(=O)C3C4C=CC(C4)C3C2=O)cc1Cl)c1cccs1 (stereo not drawn)	-3%	3%	8%	-1%	-8%	-7	6%	6	2%
O=C(O)c1ccc2nnn(O)c2c1	12%	-6%	-3%	15%	13%	-4	7%	-7	3%
Cc1sc2ncn(CC(=O)NCCCC(=O)N3CCN(Cc4ccc5c(c4)OCO5)CC3)c(=O)c2c1C	4%	0%	5%	-16%	19%[7.66 µM]	-1	-18%	-6	-9%
O=C1CCc2cc(S(=O)(=O)NC(C(=O)NCc3cccnc3)c3ccccc3)ccc2N1 (stereo not drawn)	3%	2%	17%	-1%	-3%	0	u	12	25%
CNC(=O)CN(c1cc(C)ccc1OC)S(=O)(=O)c1ccc(C)cc1	5%	-5%	9%	0%	-11%	1	6%	0	6%
O=C(O)C1CCC(CNS(=O)(=O)c2ccccc2)CC1 (stereo not drawn)	-3%	-2%	-2%	-1%	6%	4	-3%	-7	-15%
CC1(c2nnc(-c3ccc(F)cc3)o2)CC(c2ccc([N+](=O)[O-])cc2)=NO1 (stereo not drawn)	-6%	u	-38%[inhibitor]	0%	3%	7	-28%	-16	0%
COc1ccc(CC(=O)NNC(=O)c2cccs2)cc1OC	-5%	6%	0%	12%	-4%	0	1%	-6	-1%
O=C(CNC(=O)c1ccccc1F)NCCN1C(=O)S/C(=C\c2ccc3c(c2)OCO3)C1=O	6%	u	17%	5%	2%	9	3%	13	7%
Cc1c(C(=O)N2CCCCC2)c(S(=O)(=O)N2CCC(C)CC2)c(C)n1C	2%	1%	-1%	5%	-7%	4	-23%	-15	5%
COc1ccc(C(=O)NCc2nnc(SCC(=O)Nc3cc(C)on3)o2)cc1OC	11%	-7%	-1%	17%	17%[0.307 µM]	5	6%	27	0%
CC(C)Cc1ccc(-c2cc3nc(NCCOc4ccccc4)ccn3n2)cc1	-17%	x	x	u	-14%	3	0%	-10	0%
COc1ccc(CC(=O)NNC(=O)c2ccccn2)cc1	-4%	u	5%	u	0%	2	-10%	42	-16%
COCCCNC(=O)c1ccc(-c2csc(C)n2)cc1	3%	1%	-1%	17%	0%[0.307 µM]	6	1%	-12	-3%
CC1CCN(S(=O)(=O)c2ccc(NC(=O)N3c4ccccc4Sc4ccccc43)cc2)CC1	0%	0%	-1%	0%	3%	-11	-16%	16	-8%
CCSc1nc2c(c(=O)n1-c1ccc(F)cc1)SCC2	5%	-1%	16%	5%[9.24 µM]	u	6	3%	13	7%
O/N=C/c1ccc2cccc(OCc3ccccc3)c2n1	-4%	-1%	2%	-2%	0%	0	0%	19	19%
COc1ccc(C2/C=C\CN(S(=O)(=O)c3ccc(C)cc3)CC(=O)N2Cc2cccc(F)c2)cc1 (stereo not drawn)	-2%	11%	u	-5%	-6%	-10	0%	27	0%
COc1ccc(S(=O)(=O)NCc2ccc(C)cc2)cc1	8%	-12%	0%	-2%	1%	-1	u	14	0%
CSc1ccc(CN2CCC(N3CC(C)OC(C)C3)CC2)cc1 (stereo not drawn)	15%	-50%[inhibitor]	u	14%	-1%	-11	-7%	5	-2%
O=C(NC1CC2CCCC(C1)N2C(=S)NCCc1ccccc1)C1CC1 (stereo not drawn)	6%	4%	-7%	1%	6%	-6	9%	-14	0%
CC1CCN(S(=O)(=O)c2ccc3c(c2)N(CC(=O)N2CCN(c4ccc(Cl)cc4)CC2)C(=O)CO3)CC1	x	x	x	x	2%	-1	u	x	4%
C[C@@H](N)C(=O)N[C@H]1CCC2C3CC=C4C[C@@H](O)CC[C@]4(C)C3CC[C@@]21C (stereo partly drawn)	-5%	u	u	-6%	-7%	-1	9%	107	-10%
Cc1ccc(Cl)cc1N1CCN(C(=O)c2ccc3c(c2)CCN3S(=O)(=O)c2ccccc2)CC1	x	x	x	x	-2%	3	-18%	x	-22%
CC(CC(=O)Nc1ccc2c(c1)c(=O)n(C)n2-c1cccs1)c1ccccc1 (stereo not drawn)	u	x	x	4.1µM*	u	-16	u	28	u
O=C(Cn1cnc2sc3c(c2c1=O)CCCC3)NCC(=O)Nc1c(F)cccc1F	-8%	16µM*	-3%	-1%	-4%	-13	58%	11	8%
Cc1ccc(-c2c(C(=O)N3CCN(c4cccc(C)c4C)CC3)oc(=O)c3ccccc23)cc1	x	x	x	x	-1%	-6	5%	x	-8%
O=C(CSc1nncc(=O)[nH]1)NC1CCCCC1	14%	1%	2%	19%	19%	4	7%	5	6%
Cc1cc(C)cc(C(=O)Nc2nnc3n2CCS3)c1	x	x	x	x	2%	-2	0%	x	2%
COc1ccc([C@@H]2[C@@H]3C(=O)N(C(C)(C)C)C(=O)[C@@H]3[C@]3(Cc4ccc(Cl)cc4)C(=O)N(c4ccc(C)cc4)C(=O)N23)cc1	0%	-66%	-2%	0%	-24%	1	-2%	-4	1%
O=C(/C=C/NNC(=O)c1cccc(Br)c1)c1cccc(Br)c1	u	u	u	u	1%	-5	7%	-2	1%

Molecules shown so far that contain fluorine, in the order listed:
SMILES	HT1080NT lethal	SW480 rereplic	MCF10A rerep	HT1080 IDH1KD tx	HEK293 tox	D3 ag	KB-V1 cytotox	IL-1B inflam inh	KB-3-1 cytotox
CCOC(=O)C(NC(=O)Cc1ccccc1)(Nc1cc(C)on1)C(F)(F)F (stereo not drawn)	16%	-4%	0%	0%	7%	-1	0%	-1	15%
CC(C)(C)OC(=O)N[C@@H](Cc1ccccc1)c1nnc(S(=O)(=O)Cc2cccc(F)c2)o1	u	u	u	23µM*	u	-22	18µM*	-80*	18µM*
O=C(c1ccc(N2CCCCS2(=O)=O)cc1)N1CCN(c2ccccc2F)CC1	-1%	4%	21%	-15%	-5%	0	-15%	7	u
CC1(c2nnc(-c3ccc(F)cc3)o2)CC(c2ccc([N+](=O)[O-])cc2)=NO1 (stereo not drawn)	-6%	u	-38%[inhibitor]	0%	3%	7	-28%	-16	0%
O=C(CNC(=O)c1ccccc1F)NCCN1C(=O)S/C(=C\c2ccc3c(c2)OCO3)C1=O	6%	u	17%	5%	2%	9	3%	13	7%
CCSc1nc2c(c(=O)n1-c1ccc(F)cc1)SCC2	5%	-1%	16%	5%[9.24 µM]	u	6	3%	13	7%
COc1ccc(C2/C=C\CN(S(=O)(=O)c3ccc(C)cc3)CC(=O)N2Cc2cccc(F)c2)cc1 (stereo not drawn)	-2%	11%	u	-5%	-6%	-10	0%	27	0%
O=C(Cn1cnc2sc3c(c2c1=O)CCCC3)NCC(=O)Nc1c(F)cccc1F	-8%	16µM*	-3%	-1%	-4%	-13	58%	11	8%
